NCI-60 one-dose screen, 48 h, at 10 µM unless noted. Numbers give growth in % (100 = growth as untreated, 0 = no growth, -100 = all killed).
SF-268 = SF-268 CNS cancer cells. 3.1% of 82,000 active
SW-620 = SW-620 colon cancer. 5.2% of 82,000 active. AID 1794795
SNB-75 = SNB-75 CNS cancer. 5% of 79,000 active
SF-539 = SF-539 CNS cancer; 6.8% of 81,000 active; AID 1794752
HCC-2998 = HCC-2998 colon cancer | 4.7% of 79,000 active
KM12 = KM12 colon cancer cells; 5% of 82,000 active; AID 1794800
SNB-19 = SNB-19 CNS cancer cells. 2.5% of 81,000 active. AID 1794751
SF-295 = SF-295 CNS cancer cells. 5.6% of 79,000 active. AID 1794758
HT29 = HT29 colon cancer; 7.4% of 81,000 active; AID 1794748
* hit, by the source's call; . = no result given; [ ] = another dose, or the depositor's remark. Rule for the calls: active = growth percent below 10; inactive = the rest.

The line under a structure holds: SF-268, HT29, SF-539, HCC-2998, SW-620, KM12, SF-295, SNB-75, SNB-19
1: Nn1c(N/N=C/c2ccc3[nH]ncc3c2)n[nH]c1=S
    100, 104, 92, 107, 106, 101, 98, 105, 101
2: Cc1ccc(S(N)(=O)=O)cc1C
    106, 100, 96, 106, 100, 103, 98, 85, 96
3: O=C(CN1N=C(c2ccccc2)CCC1=O)Nc1nccs1
    106, 100, 101, 102, 103, 106, 101, 90, 97
4: Nc1ncnc2c1ncn2C1OCC(O)C1O (configuration not stated)
    112, 91, 104, 84, 88, 106, 102, 71, 94
5: CN(C)c1ccccc1CCO
    107, 95, 93, 109, 106, 104, 118, 92, 110
6: CC(=O)c1cccc(OC(=O)c2ccccc2)c1
    106, 104, 109, 101, 106, 110, 124, 101, 97
7: CCCCCCCN(CCCCCCC)CC(O)c1ccc2cc(Cl)c3ccccc3c2c1 (configuration not stated)
    88, 86, 109, 100, 69, 93, 99, 97, 95
8: CCOC(=O)c1c(C)n2c(=O)cc(C)c3c(OC(C)=O)c(OC(C)=O)cc1c32
    50, 102, 72, 84, 35, 87, 95, 74, 72
9: CC1(C)CC(=O)c2cnc(Nc3ccc(S(N)(=O)=O)cc3)nc2C1
    107, 116, 97, 115, 101, 105, 101, 88, 99
10: O=C(C[n+]1cccc2ccccc21)c1cccs1
    100, 82, 107, 99, 98, 107, 108, 97, 108
11: Cc1cc(=O)oc2cc(OCCCOc3ccc(/C=C/C(=O)Nc4ccccc4Cl)cc3)ccc12
    99, 108, 106, 111, 104, 103, 101, 95, 101
12: CC1CN(C2CCCCC2)C(=S)N(c2ccccc2)C1=O (configuration not stated)
    102, 111, 103, 100, 103, 97, 103, 92, 101
13: O=S(=O)(NCCCNc1nccc(-c2[nH]c(-c3ccccc3)nc2-c2ccc(Cl)c(O)c2)n1)c1ccc(Br)cc1
    38, 40, 47, 47, 56, 22, 3.0*, 74, 49
14: NC(=S)N/N=C/c1ccc(OC(=O)COc2ccccc2)cn1
    31, 84, ., 31, 49, 62, 111, 59, 75
15: Cc1ccc(Cl)cc1NC(=O)OC(C)C
    100, 96, 101, 105, 106, 106, 99, 100, 103
16: CCOC(=O)n1cc(-c2nonc2-c2cn(C(=O)OCC)c3ccc(OC)cc23)c2cc(Br)ccc21
    84, 90, 99, 80, 88, 78, 76, 75, 79
17: CC(=O)n1cc(C=O)c2ccccc21
    102, 98, 104, 100, 102, 94, 101, 82, 100
18: Cc1ccc(OS(=O)(=O)c2ccccc2)cc1
    102, 103, 100, 97, 96, 100, 94, 92, 96
19: CC(C)(C)n1cc(-c2ccnc(NCCCNS(=O)(=O)c3cccc4ccccc34)c2)c(-c2cccc(O)c2)n1
    38, -20*, 42, -49*, 16, 14, 8.6*, ., 56
20: Cc1ccc(-c2nc(SCC(=O)c3ccc(F)cc3)[nH]c(=O)c2C#N)cc1
    93, 101, 97, 108, 110, 102, 104, 91, 108
21: Nc1nonc1-c1nc2ccccc2[nH]1
    109, 105, 99, 114, 105, 109, 100, 88, 105
22: CC1(C)CC[C@]2(C(=O)O)CC[C@]3(C)C(=CCC4[C@@]5(C)C[C@@H](O)[C@@H]6OC(c7ccccc7F)OC[C@@]6(C)C5CC[C@]43C)C2C1 (some centres not stated)
    14, 2.5*, 5.1*, 11, 15, 7.3*, -0.5*, 29, 20
23: CC1=C2[C@@H](CC1)[C@]1(C)O[C@@](c3ccccc3)(C[C@H]1OC(=O)CO)[C@H]2OC(=O)/C=C/c1ccccc1
    33, 87, 111, 93, 104, 88, 91, -51*, 96
24: O=Cc1ncc(-c2ccc(C(F)(F)F)cc2)c(NCCCC(F)(F)C(F)(F)C(F)(F)C(F)(F)C(F)(F)C(F)(F)C(F)(F)C(F)(F)F)n1
    92, 102, 109, 104, 100, 100, 109, 94, 102
25: CC1(C)CC[C@]23CC[C@]4(C)[C@H](CC[C@@H]5[C@@]6(C)C/C(=C/c7cccnc7)C(=O)C(C)(C)[C@@H]6CC[C@]54C)[C@H]2[C@H]1OC3=O
    66[100 µM], 23[100 µM], 63[100 µM], 50[100 µM], 33[100 µM], 33[100 µM], 47[100 µM], 20[100 µM], 60[100 µM]
26: O=C1OCC2=C1C(c1ccc3c(c1)OCO3)CC(=O)N2c1cccc(Cl)c1 (configuration not stated)
    110, 97, 104, ., 105, 101, 96, 81, 93
27: CCOc1ccc2nc(N(Cc3ccc(C(C)C)cc3)C(=O)CC)sc2c1
    94, 87, 92, 94, 98, 97, 95, 82, 94
28: COc1cc(C=C2C(=O)N(C)C(=O)N(C)C2=O)cc(CN2CCCC2)c1O
    100, 107, 100, 100, 105, 107, 101, 104, 97
29: CCCCN(CCCC)C(=N)/C=C/c1ccccc1
    86, 42, 96, 89, 80, 96, 74, 82, 97
30: CCn1cnc2c1c(=O)[nH]c(=O)n2CC1CCC(CNS(=O)(=O)c2ccc(OC3CCOCC3)c(F)c2)CC1 (configuration not stated)
    83, 38, 55, 64, 65, 60, 58, 7.9*, 59
31: CN(C)CCCn1c(=O)c2ccccc2c2cnc3[nH]ccc3c21
    21, -9.5*, 30, 30, 5.0*, 9.6*, 12, 27, 14
32: COc1ccc(OC)c(NC(=O)NN(C)C)c1
    ., 110, 105, 104, 99, 106, 95, 87, .
33: CC(C)CCC[C@@H](C)[C@H]1CC[C@H]2[C@@H]3CC[C@@]45O[C@@H]4C(=O)CC[C@]5(C)[C@H]3CC[C@]12C
    101, 106, 107, 103, 104, 103, 108, 103, 105
34: COc1cccc(-c2nc3cnccn3c2NCCN2CCOCC2)c1
    92, 98, 89, 98, 107, 87, 99, 75, 102
35: Cc1nn(-c2ccc(Cl)cc2)c2nc3c(nc12)C(=O)c1ccccc1-3
    72, 65, ., 52, 83, 79, 36, 95, 87
36: CCCOC(=O)c1nc(N(CC2CCCCC2)C(=O)NC)sc1/N=C/c1ccccc1
    32, -38*, -28*, -79*, ., 7.2*, 15, -11*, 24
37: COc1cc2nccc(Oc3ccc(NC(=O)C4(C(=O)Nc5ccc(F)cc5)CC4)cc3)c2cc1OC(=O)c1ccc([N+](=O)[O-])cc1
    79, 97, 39, 109, 77, 19, 64, 45, 97
38: CCOC(=O)CNC(=O)C(Cc1ccccc1)NC(=O)c1ccccc1[N+](=O)[O-] (configuration not stated)
    108, 105, 94, 105, 111, 105, 99, 88, 105
39: CC(C)N=C(N)/N=C(\N)Nc1ccc2ccc3ccccc3c2c1
    -65*, -84*, -99*, -91*, ., -82*, -89*, -21*, -93*
40: Cc1ccc2nc(C(F)(F)F)cc(NN)c2c1
    107, 99, 99, 114, 108, 106, 95, 87, 105
41: O=C(Nc1ccc(Cl)cc1)c1ccc2c(c1)NC(=O)[C@@H]1CCCN21
    88, 83, 98, 80, 95, 90, 91, 89, 94
42: CCOC(=O)C(C#N)C(=N)CC(=O)O (configuration not stated)
    107, 107, 97, 118, 103, 100, 111, 105, .
43: C#CCCCCCC(=O)CC(=O)N[C@H]1CCOC1=O
    99, 109, 100, 102, 104, 103, 105, 95, 100
44: Cc1noc2c(Cc3ccc([N+](=O)[O-])cc3)nn(CC(=O)N/N=C/c3ccc(F)cc3)c(=O)c12
    83, 88, 61, 101, 93, 90, 81, 102, 67
45: CC(C)c1ccc(C(=O)Nc2sc3cc(O)ccc3c2C#N)cc1
    45, 58, 33, 60, 29, 21, 22, 23, 36
46: COc1cc(-c2ncc(-c3ccccc3)[nH]2)ccc1O
    94, 97, 99, 133, 99, 86, 125, 90, 96
47: COc1cc(C=O)ccc1OC(=O)c1cc(-c2ccc(Cl)cc2)n(-c2ccc(S(C)(=O)=O)cc2)n1
    95, 105, 96, 122, 105, 97, 95, 98, 94
48: Cc1ccc(S(=O)(=O)N2CCC(C(=O)Nc3ccc(F)cc3F)CC2)cc1
    111, 75, 98, ., 103, 109, 82, 93, 87
49: COc1cc(CN2CCC(N3CCCC3=O)c3ccccc32)cc(OC)c1OC (configuration not stated)
    92, 80, 94, 93, 92, 97, 79, 84, 84
50: Cn1ccnc1C(=O)/C=C/c1ccc(CNC(=O)c2ccc(S(F)(F)(F)(F)F)cc2)cc1
    6.4*, 10, -36*, 11, 9.3*, 13, 27, 58, 3.6*
51: Br/C(=C(\Br)c1ccccc1)c1ccccc1
    112, 97, 107, 106, 106, 110, 124, 98, 108
52: Cc1ccc(S(=O)(=O)NC(=O)N2CCCC2)cc1
    97, 112, 94, 111, 109, 113, 134, 100, 95
53: O=C(C(=O)c1ccc2c(c1)OCO2)c1ccc2c(c1)OCO2
    99, 103, 114, 114, 91, 98, 120, 90, 104
54: Nc1nc(N)c2c(n1)NC(c1ccccc1)CC(c1ccc(Nc3nc(NCCO)nc(N4CCOCC4)n3)cc1)=N2 (configuration not stated)
    73, 77, 84, 116, 94, 93, 97, 57, 91
55: Cc1ccc(C(=O)Nc2ccccc2C(=O)N/N=C(\c2ccccc2)c2ccccn2)cc1
    20, 25, 9.0*, 30, 37, 26, 23, 22, 26
56: COc1cc2ncnc(N3CCC(Cc4ccccc4)CC3)c2cc1OC
    104, 101, 103, 104, 105, 101, 103, 78, .
57: CCCN(CCC)c1ncnc2[nH]ncc12
    99, 105, 90, 117, 99, 104, 117, 124, .
58: O=C1OC2N(C(=O)CSc3ccccc31)C13CCC(=O)N1c1ccccc1C(=O)C2(c1ccccc1)O3 (configuration not stated)
    93, 99, 100, 116, 100, 99, 110, 84, 99
59: CC1=C(C(=O)Nc2ccc(Cl)cc2)C(c2ccc3c(c2)OCO3)NC(=S)N1 (configuration not stated)
    94, 103, 97, 106, 103, 96, 99, 84, 95
60: CC1c2ccccc2-c2ccccc21
    100, 110, 97, 107, 109, 105, 110, 97, 102

(further entries)
The line under a structure holds: SF-268, HT29, SF-539, HCC-2998, SW-620, KM12, SF-295, SNB-75, SNB-19
61: COc1ccc(CCNC(=O)c2cc(S(=O)(=O)N3CC(C)CC(C)C3)ccc2Sc2ccc(F)cc2)cc1OC (configuration not stated)
    100, 98, 96, 106, 97, 100, 87, 102, 90
62: CCOC(=O)C1=C(CC(C)(C)O)NC(=O)NC1c1ccccc1 (configuration not stated)
    113, 98, 91, 107, 105, 108, 103, 82, 104
63: O=C1C=C(C(O)c2ccccc2)C(=O)c2ccccc21 (configuration not stated)
    104, ., 98, 106, 79, 105, 103, 71, 97
64: O=C(Nc1ccc(-n2ccc3c(NC(=O)c4ccccc4)ncnc32)cc1)Nc1ccc(Cl)c(C(F)(F)F)c1
    -15*, -86*, 13, 31, 13, -25*, -38*, 54, 9.3*
65: CC[C@]12C=CCN3CC[C@]4(C(=C(C(=O)OC)C1)Nc1cc5c(cc14)[C@@H]1[C@H](O5)[C@@H](O)[C@@]4(CC)CC(C(=O)OC)=C5Nc6cc(OC)ccc6[C@@]56CCN1[C@@H]46)[C@@H]32
    15, 2.8*, -4.8*, -59*, 3.3*, 9.6*, 15, 21, 3.1*
66: CSc1ccccc1C#C/C=C\C#Cc1ccccc1N1CCCCC1=O
    101, 95, 93, 100, 100, 114, 111, 118, 111
